mIDH1 inhibitor: human IDH1 R132H inhibition | O75874 | IDH1-R132H enzyme, NADPH consumption, diaphorase/resazurin fluorescence | Potency, µM (doses to about 76.6 µM), for inactives: at the highest dose activity change, negative = inhibition, usual class: inhibitors | actives 0.093% (n = 390,000) | AID 602179; also: potency is read from the fitted curve at half-maximal effect; % is scaled to controls: 0 for no effect and ±100 for the full control effect; nearly all actives have a fitted effect of over 65% in size
Target sequence (O75874 whole entry R132H, stated change not applied): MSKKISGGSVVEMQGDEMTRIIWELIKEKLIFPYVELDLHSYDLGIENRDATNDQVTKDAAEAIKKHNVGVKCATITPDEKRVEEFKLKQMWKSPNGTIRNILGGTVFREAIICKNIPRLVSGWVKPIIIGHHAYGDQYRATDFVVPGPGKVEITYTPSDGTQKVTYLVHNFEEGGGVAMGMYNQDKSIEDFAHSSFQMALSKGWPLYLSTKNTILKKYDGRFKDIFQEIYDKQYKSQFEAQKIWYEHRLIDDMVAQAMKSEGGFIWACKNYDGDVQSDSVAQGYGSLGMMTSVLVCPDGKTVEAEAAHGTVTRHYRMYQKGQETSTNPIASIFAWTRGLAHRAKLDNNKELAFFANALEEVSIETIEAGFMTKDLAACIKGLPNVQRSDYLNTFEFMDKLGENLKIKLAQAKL
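IDH1-R132H (0.5 ug/mL) preincubated 30 min with compound, then NADPH (0.016 mM) and alpha-KG (2 mM) added; 80 min at RT, pH 7.5. Remaining NADPH coupled via diaphorase/resazurin to fluorescence (540/590 nm); concentration-response curves normalized to no-enzyme control.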
D2 ag: agonists of human D2 dopamine receptor | P14416 | HEK293 T-REx D2 cells, calcium flux agonist mode | activation, % at 2 µM | actives 0.53% (n = 340,000);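 active = activation over 3 SD above normal in the single-dose calcium agonist read, cut at about 30% in these data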; also: 0% is about no effect
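Tetracycline-induced HEK293 Trex cells with D2 receptor force-coupled to calcium signaling, plated overnight at 30 C and loaded with no-wash calcium dye. Calcium flux read kinetically for 180 s after compound addition; responses flag agonists.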
TrxR1 substrate: is turned over as a substrate by rat TrxR1; actives 0.01% (n = 390,000); O89049; purified TrxR1 substrate turnover, NADPH consumption readout; Potency, µM (series often up to 114 µM), for inactives: at the highest dose activity change, negative = substrate turnover; also: potency is read from the fitted curve at half-maximal effect; % is scaled to controls: 0 for no effect and ±100 for the full control effect; nearly all actives have a fitted effect of over 50% in size
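Rat TrxR1, dispensed at 90 nM, was prereduced with 400 uM NADPH (final) for 5 min at ~22 deg C, then incubated with compound 15 min before 400 uM selenite. A first-read NADPH fluorescence drop versus no-compound background flagged substrates.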
TRHR PAM: allosteric enhancers of human TRH receptor; TRHR cells, fluo-8 calcium fluorescence, EC20 TRH enhancement; enhancement, % at 2 µM; actives 0.66% (n = 360,000); AID 493056; in the data active = enhancement above about 30%; also: 0% is about no effect
Target sequence (P34981 whole entry, looked up): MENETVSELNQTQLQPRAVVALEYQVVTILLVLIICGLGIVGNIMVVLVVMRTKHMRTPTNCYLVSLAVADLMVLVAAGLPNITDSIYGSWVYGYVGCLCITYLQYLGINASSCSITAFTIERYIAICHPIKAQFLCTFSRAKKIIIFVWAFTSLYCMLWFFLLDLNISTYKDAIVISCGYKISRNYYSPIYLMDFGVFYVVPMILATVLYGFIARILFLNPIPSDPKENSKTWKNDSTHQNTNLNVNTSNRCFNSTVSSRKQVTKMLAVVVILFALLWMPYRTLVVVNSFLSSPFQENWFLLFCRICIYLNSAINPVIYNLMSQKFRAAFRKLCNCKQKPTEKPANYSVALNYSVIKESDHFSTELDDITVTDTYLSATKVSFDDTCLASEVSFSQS
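TRHR-expressing cells loaded with fluo-8 calcium dye were read kinetically (ex 480/em 530) during compound addition, then stimulated with an EC20 of TRH (10 nM final). Enhancement of the Gq-mediated intracellular calcium response was scored.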
USP1 inh: inhibitors of human USP1/UAF1 deubiquitinase; Potency, µM (doses to about 57.1 µM), for the others: top-dose activity change, negative = inhibition, most hits filed as inhibitors; actives 0.23% (n = 390,000); recombinant USP1/UAF1, Ub-Rhodamine cleavage fluorescence; O94782; also: potency is read from the fitted curve at half-maximal effect; % is scaled to controls: 0 for no effect and ±100 for the full control effect; nearly all actives have a fitted effect of over 60% in size; inactives centre near -12
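USP1/UAF1 complex (1 nM) preincubated 15 min at room temperature with compound, then Ub-Rho substrate (150 nM final) added. Kinetic fluorescence at 480/540 nm over 6 reads at 60 s intervals; 50 mM HEPES pH 7.8, 0.5 mM EDTA, 0.1 mg/ml BSA, 1 mM TCEP, 0.01% Tween-20.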
Pin1 inhibitor: blocks the human prolyl isomerase Pin1 | Q13526 | Pin1 FP peptide displacement, HiFluor488, 10 min | Potency, µM (highest dose often 115 µM), inactives show at the top dose activity, negative = inhibition, most hits filed as inhibitors | actives 0.009% (n = 390,000) | AID 504891; active = well fitted inhibition curve with a large enough effect in the polarisation, with a control signal flat, not every such curve was filed as active; inconclusive = small, poorly fitted or top-dose-only effect, or effect the other way, or a change in a side signal; inactive = no such curve, though single readings can be large or run the other way; the % refers to the polarisation; also: potency is read from the fitted curve at half-maximal effect; % is scaled to controls: 0 for no effect and ±100 for the full control effect
Target sequence (Q13526 whole entry, looked up): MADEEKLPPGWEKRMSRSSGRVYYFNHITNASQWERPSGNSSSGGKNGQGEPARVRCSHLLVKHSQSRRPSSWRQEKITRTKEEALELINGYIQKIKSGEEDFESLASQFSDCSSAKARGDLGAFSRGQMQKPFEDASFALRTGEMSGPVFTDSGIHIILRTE
TRHR agonist: agonists of human TRH receptor; TRHR cells, calcium flux fluo-8, FDSS agonist mode; activation, % at 2 µM; actives 0.18% (n = 360,000); AID 493084; in the data active = activation above about 30%; also: 0% is about no effect
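Agonist-mode FDSS calcium read (Ex 480/Em 530, 1 s cycles) in 1536-well TRHR cells with fluo-8 dye, after 10-cycle baseline and 23 nL compound addition; TRH at EC20 (10 nM final) added afterwards for the enhancer phase.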
TrxR1 inh: rat TrxR1 inhibition. recombinant rTrxR1, NADPH fluorescence consumption, selenite substrate. Potency, µM (highest dose often 114 µM), for inactives: at the highest dose activity change, negative = inhibition, actives largely listed as inhibitors. actives 1% (n = 390,000). AID 588453; also: potency is read from the fitted curve at half-maximal effect; % is scaled to controls: 0 for no effect and ±100 for the full control effect; nearly all actives have a fitted effect of over 65% in size
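Rat TrxR1 (90 nM in the dispensed reagent) was pre-reduced with 400 uM NADPH for 5 min at room temperature, then incubated with compound for 15 min. After 400 uM selenite was added, NADPH fluorescence (Ex 340/Em 450 nm) was followed for 8 min.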
D2 antagonist: D2 dopamine receptor (human) antagonism | HEK293 TREx D2 cells, calcium flux, dopamine EC80 | inhibition, % at 10 µM | AID 485344 | P14416 | actives 2% (n = 340,000); in the data active = inhibition above about 30%; also: 0% is about no effect
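Antagonism is scored as inhibition of an EC80 dopamine-evoked calcium signal in a force-coupled, tetracycline-inducible HEK293 T-REx D2 line, with compound present 180 s before agonist.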
The depositor's hits bear a star; ? = inconclusive; / = not tested or not shown; [ ] = dose if it differs, or a comment. Unless noted, calls follow the shape of the dose curve; as a rule, active = well fitted inhibition curve with a large enough effect; inconclusive = small, poorly fitted or top-dose-only effect; inactive = no such curve, though single readings can be large or run the other way.

Structure	D2 ag	TrxR1 substrate	TRHR agonist	TRHR PAM	mIDH1 inhibitor	Pin1 inhibitor	D2 antagonist	USP1 inh	TrxR1 inh
Cc1noc(C)c1COc1ccc(C(=O)OCC(=O)Nc2c(C)n(C)n(-c3ccccc3)c2=O)cc1	0.8	1%	0.2	1	-5%	0%	-5	0%	9%
Cc1ccc(-c2nnc(SCC(=O)NC3CC3)n2N)cc1	/	0%	-0.1	-1	4%	-2%	/	-9%	12%
Cn1cc2c(=O)n(/N=C/c3ccccc3)cnc2n1	0.6	1%	0.2	-1	-5%	0%	22	-21%	30%
O=C(c1ccc2c(c1)N(Cc1cccc(Cl)c1)C(=O)c1ccccc1S2=O)N1CCC(Cc2ccccc2)CC1 (stereo not drawn)	-0.2	3%[57.1 µM]	0.7	-2	11%	8%	/	-13%	15%[57.1 µM]
CCN(CC(=O)Nc1ccc(OC)cc1)C(=O)CCc1nc2ccccc2c(=O)[nH]1	/	-2%[57.1 µM]	-0.1	-1	-2%	-1%	/	-5%	3%
CC1CN(c2ncnc3c2c(-c2ccccc2)cn3-c2ccc(F)cc2)CC(C)O1 (stereo not drawn)	0.0	12%[57.1 µM]	1.0	-1	-17%	2%	-3	-21%	25%[57.1 µM]
COc1ccc(S(=O)(=O)N2CCC(C(=O)NC3CCCC3)CC2)cc1C	0.4	1%	-0.8	3	-10%	-2%	-2	-12%	7%
COc1ccc2c(c1)CCc1c(C(=O)NCc3ccc(F)cc3)noc1-2	1.8	-1%	2.0	0	-2%	0%	20	-11%	9%
CCc1nc(Nc2ccc(F)c(Cl)c2)c2c3c(sc2n1)CCCC3	-0.5	2%	-0.3	3	-2%	-1%	/	-28%	0%
O=S(=O)(NCCN1CCCC1)c1cccc2cccnc12	0.6	-14%	0.5	-1	-5%	2%	-10	-4%	-35%
CCc1ccccc1NC(=O)c1cnccn1	0.9	-7%	-0.2	-7	2%	-1%	-4	-7%	-5%
CNc1ccccc1C(C)(C)c1cc(-c2cccc([N+](=O)[O-])c2)no1	0.5	-7%[57.1 µM]	-0.5	14	-2%	-1%	-3	-27%	-4%[57.1 µM]
O=C(CN1C(=O)C2(SCC(=O)N2c2ccccc2)c2ccccc21)Nc1ccccc1C(F)(F)F (stereo not drawn)	0.0	-6%	-1.0	8	-12%	0%	/	-14%	-4%
CCc1ccc2c(CN(C)Cc3ccc(OC(F)F)c(OC)c3)cc(=O)oc2c1	0.6	-9%	0.3	20	3%	16%	-15	-16%	-28%
Cc1csc(NC(=O)Nc2ccc(Cl)cc2)n1	0.7	-2%	-0.4	9	0%	-7%	1	-6%	15%
Cc1ccc(NCc2cccn2-c2nnc(N3CCCCCC3)s2)cc1	-0.9	-2%	-0.6	9	4%	-1%	/	-28%	11%
CC/C=C\C/C=C\C/C=C\CCCCCCCC(=O)O	-0.5	3%	1.0	0	11%	?	11	-6%	?
COc1cccc(/C(O)=C2/C(=O)C(=O)N(c3cc(C)on3)C2c2cccs2)c1 (stereo not drawn)	0.0	-9%	-0.3	4	-1%	-5%	7	-8%	?
O=C(COC(=O)C1CC(=O)N(Cc2ccccc2)C1)c1ccc(F)cc1 (stereo not drawn)	-0.4	3%[57.1 µM]	0.0	9	8%	4%	-8	-16%	35%[57.1 µM]
O=C(NNC1=NC2(CCCC2)Cc2ccccc21)c1cccnc1	1.1	-1%[57.1 µM]	0.5	7	5%	-5%	-20	-2%	3%[57.1 µM]
Cc1ccc(CSc2nnc(CC(=O)Nc3ccc(C)cc3)n2C)cc1	-0.2	7%[57.1 µM]	0.0	5	3%	-8%	8	-9%	-7%[57.1 µM]
COc1ccc(/C(N)=N/OC(=O)c2ccco2)cc1	3.6	6%[57.1 µM]	0.1	-4	3%	0%	6	?	11%[57.1 µM]
CN(CC(=O)Nc1ccccc1Br)C(=O)CCSc1ccc(F)cc1	-0.6	-2%	-0.4	10	3%	7%	-4	-5%	0%
CCc1cc2c(SCC(=O)NC(=O)c3cccn3C)ncnc2s1	3.1	-10%[57.1 µM]	-0.7	0	6%	3%	9	-26%	18%[57.1 µM]
OCc1ccccc1O[C@@H]1O[C@H](CO)[C@@H](O)[C@H](O)[C@H]1O	0.2	9%	0.8	17	4%	-5%	15	-27%	9%
CC(C)=NNC(=O)c1c(O)c2ccccc2[nH]c1=O	-0.3	0%	0.0	-6	2%	-4%	8	-23%	13%
CC1(C)CC(=O)c2c(noc2-c2ccccc2)C1	-0.7	4%	-1.0	12	5%	-4%	-9	-6%	22%
COc1ccc(Cl)cc1NC(=O)c1c(NCc2cccs2)sc2c1CCC(C)C2 (stereo not drawn)	0.1	-9%[57.1 µM]	0.0	6	-2%	1%	/	-11%	?
CC(=O)Oc1ccc2c(=O)c(-c3nc4ccccc4s3)coc2c1	0.6	4%[57.1 µM]	0.6	-9	-1%	17%	-5	-4%	12%[57.1 µM]
Cc1ccc(O)c(-c2n[nH]c3c2C(c2ccc(F)cc2)N(Cc2ccco2)C3=O)c1 (stereo not drawn)	2.4	-5%	-0.2	8	40µM*	10%	/	-15%	0%
CCOCCCN(C(=O)c1ccco1)C(C(=O)NC1CCCC1)c1cccc(OC)c1OC (stereo not drawn)	-1.2	-10%	0.2	5	4%	0%	-14	-5%	-15%
CN(C(=O)c1ccc(OC2CCN(CCc3ccccc3)CC2)cc1)C1CCOC1 (stereo not drawn)	-0.5	4%[57.1 µM]	0.1	-1	-3%	-1%	8	-26%	8%[57.1 µM]
COc1ccccc1C(=O)C1CCCN(Cc2ccc(Oc3ncccn3)cc2)C1 (stereo not drawn)	-0.8	8%[57.1 µM]	0.5	-5	4%	-2%	-41	-2%	17%[57.1 µM]
COc1ccc(OC)c(C(=O)CCCC(=O)c2cc(OC)ccc2OC)c1	-2.3	-4%	-2.1	11	3%	?	3	-8%	29%
O=C(O)CCc1ccc(-c2ccc(Cl)cc2)n1Cc1ccco1	-0.2	8%	-1.3	15	-2%	-8%	-4	-2%	?
COCC(=O)N1CCCc2ccccc21	-0.4	11%[57.1 µM]	0.5	11	0%	5%	-16	-6%	11%[57.1 µM]
COc1cc(C)ccc1OCc1cc(C(=O)N(C)CCCN2CCOCC2)no1	0.5	-5%	0.6	1	-6%	-1%	-20	-7%	9%
CCN(c1ccccc1)S(=O)(=O)c1ccc(NC(=O)c2cc(=O)c3ccccc3o2)cc1	0.3	5%	-0.1	1	12%	0%	/	-20%	12%
COc1ccc(-c2[nH]ncc2N=Nc2cc(C)cc(C)c2)cc1	-3.2	3%[57.1 µM]	-0.1	0	3%	1%	11	-6%	22%[57.1 µM]
Cc1ccc(CCNC(=O)C2CCC(=O)N(Cc3cccc(F)c3)C2)cc1 (stereo not drawn)	0.0	-3%	0.1	23	6%	-8%	-10	-17%	3%

Only USP1 inh, Pin1 inhibitor and D2 antagonist, for some of the entries so far:
canonical_smiles	USP1 inh	Pin1 inhibitor	D2 antagonist
CC(=O)Oc1ccc2c(=O)c(-c3nc4ccccc4s3)coc2c1	-4%	17%	-5
Cc1ccc(O)c(-c2n[nH]c3c2C(c2ccc(F)cc2)N(Cc2ccco2)C3=O)c1 (stereo not drawn)	-15%	10%	/

(further entries)
Structure	D2 ag	TrxR1 substrate	TRHR agonist	TRHR PAM	mIDH1 inhibitor	Pin1 inhibitor	D2 antagonist	USP1 inh	TrxR1 inh
CCOC(=O)c1[nH]c(C)c(C(=O)NC2CCCC2)c1C	-0.4	8%[57.1 µM]	0.3	2	1%	-3%	2	0%	15%[57.1 µM]
Cc1ccc(NC(=O)c2cccc(S(=O)(=O)N3CCN(c4ccc(F)cc4)CC3)c2)nc1	1.1	-9%	0.2	3	4%	0%	13	-1%	-5%
COc1ccc(CCn2c(C)c(C(C)=O)c3cc(OC(=O)c4ccco4)ccc32)cc1OC	-1.0	-1%	-0.5	-1	9%	27%	12	-23%	10%[57.1 µM]
COc1ccccc1CN1CC(C(=O)NCCc2ccc(Cl)cc2)CC1=O (stereo not drawn)	-0.2	-10%	-0.5	-6	4%	1%	-4	-15%	-6%
Cc1cc(=O)oc2cc(Oc3ncccn3)ccc12	1.9	18%[57.1 µM]	-0.1	4	-5%	11%	-1	-16%	5%[57.1 µM]
COc1cccc(Nc2nc3ccccc3n3nnnc23)c1	0.8	27%[57.1 µM]	-0.2	-6	2%	?	-1	0%	29%[57.1 µM]
O=C(CSc1nc2[nH]ncc2c(=O)[nH]1)NCc1ccccc1	0.8	-8%	0.1	-3	9%	1%	5	-12%	-5%
Cc1ccc(C(=O)CSc2nnc(-c3ccco3)o2)o1	-2.5	5%	0.0	6	6%	1%	0	0%	13%
C=CCC1(CC=C)CCCN1C(=O)C1CCC(=O)N(CCc2ccc(OC)cc2)C1 (stereo not drawn)	-0.8	-6%	-0.6	-7	10%	-6%	3	-23%	11%
COc1ccc(S(=O)(=O)N(C)CC(=O)Nc2ccccc2OC)cc1	-0.3	3%[57.1 µM]	-0.6	3	4%	3%	-4	-4%	15%

The list is partial; the hit share may differ from the screen's.
